SENP8 block-1 = inhibitors of human SENP8 protease. hit rate 1.2% among 330,000. purified SENP8, Z-RLRGG-aminoluciferin cleavage, luminescence. inhibition, % at 10 µM. AID 2540; in the data active = inhibition above about 50%
Target sequence (Q96LD8 whole entry, looked up): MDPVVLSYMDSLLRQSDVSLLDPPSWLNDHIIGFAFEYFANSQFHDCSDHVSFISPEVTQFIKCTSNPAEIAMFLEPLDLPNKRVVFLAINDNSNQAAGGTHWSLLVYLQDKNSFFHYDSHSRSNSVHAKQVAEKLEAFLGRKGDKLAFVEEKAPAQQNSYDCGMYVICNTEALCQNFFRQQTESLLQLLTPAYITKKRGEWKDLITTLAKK
Apaf1 inhib = inhibitors of human Apaf-1 apoptosome | hit rate 0.71% among 330,000 | O14727 | reconstituted apoptosome caspase-3 activity, DEVD-Rh110 fluorescence | inhibition, % at 20 µM | AID 489030; active = inhibition of at least 40% at 20 µM;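 note: plate controls were DMSO wells for no effect and DEVD-CHO caspase inhibitor wells for full effect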
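Material: reconstituted apoptosome with Apaf-1, cytochrome c, caspase-9, procaspase-3, dATP. Technique: Rh110 fluorescence intensity. Buffer or medium: pH 7.5 Hepes buffer with CHAPS, BSA, DTT. Times: 30 min plus 50 min, RT.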
APOBEC3G inh = APOBEC3G (human) deaminase inhibition. Q9HC16. hit rate 0.28% among 330,000. AID 493012. inhibition, % at 20 µM. recombinant A3G, ssDNA deamination FAM/TAMRA fluorescence;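 active = inhibition of at least 40% at 20 µM, with no more than 30% in the related APOBEC3A deaminase screen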;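 note: plate controls were DMSO wells with A3G for no effect and wells lacking A3G enzyme for full effect; some compounds called inactive have numbers as strong as hits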
Target sequence (Q9HC16 whole entry, looked up): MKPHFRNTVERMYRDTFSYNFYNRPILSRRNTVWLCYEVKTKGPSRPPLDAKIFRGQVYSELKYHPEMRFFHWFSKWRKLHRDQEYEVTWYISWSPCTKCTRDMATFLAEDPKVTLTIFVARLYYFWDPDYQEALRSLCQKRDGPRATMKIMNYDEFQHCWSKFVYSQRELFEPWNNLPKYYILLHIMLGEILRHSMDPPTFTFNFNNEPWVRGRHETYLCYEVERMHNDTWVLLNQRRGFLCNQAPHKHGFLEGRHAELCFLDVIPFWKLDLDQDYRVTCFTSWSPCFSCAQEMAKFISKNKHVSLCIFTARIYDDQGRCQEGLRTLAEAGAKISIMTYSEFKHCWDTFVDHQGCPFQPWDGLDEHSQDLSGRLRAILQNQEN
SENP8 block-2 = SENP8 (human) protease inhibition | Q96LD8 | recombinant SENP8, Nedd8 substrate fluorescence | inhibition, % at 20 µM | hit rate 0.64% among 360,000 | AID 602440; in the data active = inhibition mostly above about 40%, no sharp cut-off; inactive = mostly below about 27%
UBC13 polyUb = inhibitors of human UBC13 polyubiquitin chain formation | TR-FRET | inhibition, % at 20 µM | hit rate 0.47% among 330,000; in the data active = inhibition above about 45%, passing the limit was not always enough
Target sequence (P61088 whole entry, looked up): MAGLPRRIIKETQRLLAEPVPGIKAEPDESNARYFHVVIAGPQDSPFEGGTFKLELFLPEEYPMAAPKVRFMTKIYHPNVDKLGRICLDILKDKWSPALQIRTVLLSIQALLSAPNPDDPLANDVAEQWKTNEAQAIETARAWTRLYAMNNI
SENP7 inh = SENP7 protease inhibition; AID 434973; Q9BQF6; recombinant SENP7, Z-RLRGG-aminoluciferin luminescence, 40 min; inhibition, % at 5 µM; hit rate 1.5% among 330,000;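 active = inhibition above about 50% at the single test dose, limit read from the data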;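 note: plate controls were DMSO with enzyme for no effect and no enzyme buffer wells for full effect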
Target sequence (Q9BQF6 706-1050 limits assumed): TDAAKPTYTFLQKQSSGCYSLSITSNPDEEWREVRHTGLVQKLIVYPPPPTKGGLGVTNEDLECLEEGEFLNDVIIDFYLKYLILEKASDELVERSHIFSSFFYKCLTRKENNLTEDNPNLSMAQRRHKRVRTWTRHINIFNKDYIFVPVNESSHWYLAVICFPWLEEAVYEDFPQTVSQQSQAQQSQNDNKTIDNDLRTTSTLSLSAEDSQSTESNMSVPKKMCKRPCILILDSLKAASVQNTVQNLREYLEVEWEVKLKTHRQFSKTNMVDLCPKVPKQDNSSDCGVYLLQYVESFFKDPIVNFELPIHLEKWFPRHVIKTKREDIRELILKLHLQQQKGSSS
SENP6 inh = blocks the human protease SENP6 | Recombinant SENP6 catalytic domain, aminoluciferin luminescence | Q9GZR1 | hit rate 1.8% among 330,000 | inhibition, % at 10 µM;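 active = inhibition above about 50% at the single tested dose, limit read from the data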;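 note: plate controls were DMSO wells with enzyme for no effect and DMSO wells lacking enzyme for full effect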
SENP1 FRET inh = blocks the human SENP1 SUMO protease catalytic domain; inhibition, % at 10 µM; Q9P0U3; hit rate 0.21% among 360,000; recombinant SENP1 catalytic domain, CyPet-SUMO1-YPet FRET cleavage;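 active = inhibition at least 30% at 10 µM, raw YFP signal under a set limit, fluorescence ratio 0.5 to 1.5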;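 note: 0% = enzyme with DMSO and 100% = no enzyme wells; some results filed as inactive read as strong as hits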
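Assay system – human recombinant His6-tagged SENP1 catalytic domain enzyme · Input – SENP1 enzyme, 20 pM final · Buffer or medium – Tris pH 8 buffer plus EDTA, NaCl, BME, BSA, NP40, catalase · Schedule – 50 min reaction at room temperature · Technique – FRET read of cyan and yellow fluorescence · Control set – no-enzyme wells low, DMSO-plus-enzyme wells high control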
Active calls of the source: *; . = no result given.

Start of the data: the first two entries, to show the layout:
SMILES	SENP8 block-1	Apaf1 inhib	APOBEC3G inh	SENP8 block-2	UBC13 polyUb	SENP7 inh	SENP6 inh	SENP1 FRET inh
O=C(Nc1ccccn1)[C@@H]1CCC(=O)N1C(=O)OCc1ccccc1	-7	-7	-10	25	5	-5	-23	1
NC(=O)COc1ccc(NC(=O)CC23CC4CC(CC(C4)C2)C3)cc1	3	-4	0	-4	1	-5	5	0

Main list, previewed entries included:
SMILES	SENP8 block-1	Apaf1 inhib	APOBEC3G inh	SENP8 block-2	UBC13 polyUb	SENP7 inh	SENP6 inh	SENP1 FRET inh
O=C(Nc1ccccn1)[C@@H]1CCC(=O)N1C(=O)OCc1ccccc1	-7	-7	-10	25	5	-5	-23	1
NC(=O)COc1ccc(NC(=O)CC23CC4CC(CC(C4)C2)C3)cc1	3	-4	0	-4	1	-5	5	0
O=C(O)c1ccc([N+](=O)[O-])c(CS(=O)(=O)c2ccccc2)c1	1	-4	-9	10	-4	3	-21	3
CCOc1ccc(CCNC(=O)C2CC(=O)N(CCc3ccc(OC)c(OC)c3)C2)cc1OCC (stereo unspecified)	-7	-7	-10	-6	5	-13	-12	-1
Cn1c(=O)[nH]c(=O)c2c1nc(SCC(=O)O)n2Cc1ccccc1	1	-13	-9	25	9	-6	6	0
COC(=O)c1ccc(C2C(Oc3ccccc3C)C(=O)N2CCc2ccc(OC)c(OC)c2)cc1 (stereo unspecified)	5	29	-5	26	13	6	-8	2
Cc1cccc(C)c1NC(=O)Cn1nnnc1N	4	-9	-6	18	11	-11	-2	3
CC(O)CNc1ncnc2nc[nH]c12 (stereo unspecified)	-5	-4	-5	14	6	-5	-6	0
O=C(NC1CCCCC1)C(c1ccccc1F)N(Cc1ccco1)C(=O)Cn1nnc2ccccc21 (stereo unspecified)	4	6	-5	21	2	14	3	0
COc1ccc(/C(N)=N/OC(=O)CCc2ccccc2)cc1OC	-3	-9	-7	17	6	2	7	0
COC(CNC(=O)CCc1c(C)nc2c(c(C)nn2-c2ccc(C)cc2)c1C)OC	1	3	-3	-284	12	1	-33	2
CCC(=O)N(Cc1cc2ccc(C)cc2n2nnnc12)C1CCCCC1	5	12	5	8	0	13	1	1
COc1ccc(S(=O)(=O)CC(=O)c2cc3cccc(C)c3oc2=O)cc1	0	12	-4	-51	-6	5	-7	-44
COc1ccc(CN2CCN(Cc3ccc(C(F)(F)F)cc3)CC2)cc1	-4	18	3	6	-7	7	-9	1
Cc1cccc(C(=O)NC2CCN(C(=O)Nc3ccc(F)cc3)CC2)c1	1	-3	-5	0	12	4	1	0
CNc1ccc(/C=C/C(=O)c2cccc3ccccc23)cc1[N+](=O)[O-]	8	14	1	47*	-36	3	-12	7
CCc1nc2sc3ccccc3c(=O)c2c(=O)n1CCOC	5	-3	-1	14	1	-1	9	1
CCN(C(=O)COc1ncnc2scc(-c3ccc(F)cc3)c12)C1CCS(=O)(=O)C1 (stereo unspecified)	-2	0	0	16	-8	-4	-33	-2
CC1C(=O)N2CCCc3cc(S(=O)(=O)N4CCN(c5ccccc5F)CC4)cc1c32 (stereo unspecified)	3	20	2	8	1	3	9	-6
CCc1ccc(Nc2nnc(SC3CCOC3=O)s2)cc1 (stereo unspecified)	-14	16	-5	22	-16	-3	-19	2
CC(=O)Nc1ccc(S(=O)(=O)N(C)CC(=O)NC2CCCCCCC2)cc1	0	0	-7	7	5	-9	-2	0
CN1CCN(c2ccc(NC(=O)c3ccc(-c4cccc([N+](=O)[O-])c4)o3)cc2)CC1	-2	3	-10	23	27	-1	-3	3
NC(=O)c1sc2nc3c(c(-c4cccs4)c2c1N)CCCCC3	4	11	-1	-492	37	-10	8	-20
O=C(COc1ccccc1)NNC(=O)c1cccs1	1	-3	-6	20	-6	-3	-12	4
Cc1cc(C)nc(N/N=C/c2ccccc2OCc2ccc(Br)cc2)n1	-11	6	-7	0	11	-11	8	1
CC(C)(C)OC(=O)NCCCC[C@@H](C(=O)N1CCN(C(=O)OC(C)(C)C)CC1)n1cc(C(CO)NC(=O)OC(C)(C)C)nn1 (stereo partly specified)	-13	2	-4	4	-13	8	-6	-1
Cc1cccc(Oc2coc3cc(OC(=O)c4cncc(Br)c4)ccc3c2=O)c1	6	0	-7	-337	2	8	-8	-7
O=C(Nc1cccc(F)c1)c1cc(S(=O)(=O)N2CCC(C(=O)O)CC2)ccc1F	1	-7	-3	3	3	-8	-3	-1
O=C1C2C3C=CC(C4CC34)C2C(=O)N1/N=C/c1ccc(-c2ccc([N+](=O)[O-])cc2)o1 (stereo unspecified)	-2	5	-3	-17	-2	-7	-5	-10
COc1ccc(N2C(=S)NC3N2C(=S)NC3(C)c2ccccc2)cc1 (stereo unspecified)	1	6	-1	-1	-2	9	0	1

Part of the list above, reduced to SENP6 inh, SENP8 block-2 and SENP8 block-1.
SMILES | SENP6 inh | SENP8 block-2 | SENP8 block-1
COC(=O)c1ccc(C2C(Oc3ccccc3C)C(=O)N2CCc2ccc(OC)c(OC)c2)cc1 (stereo unspecified) | -8 | 26 | 5
Cc1cccc(C)c1NC(=O)Cn1nnnc1N | -2 | 18 | 4
CC(O)CNc1ncnc2nc[nH]c12 (stereo unspecified) | -6 | 14 | -5
O=C(NC1CCCCC1)C(c1ccccc1F)N(Cc1ccco1)C(=O)Cn1nnc2ccccc21 (stereo unspecified) | 3 | 21 | 4
COc1ccc(/C(N)=N/OC(=O)CCc2ccccc2)cc1OC | 7 | 17 | -3
COC(CNC(=O)CCc1c(C)nc2c(c(C)nn2-c2ccc(C)cc2)c1C)OC | -33 | -284 | 1
CCC(=O)N(Cc1cc2ccc(C)cc2n2nnnc12)C1CCCCC1 | 1 | 8 | 5

Next section:
SMILES	SENP8 block-1	Apaf1 inhib	APOBEC3G inh	SENP8 block-2	UBC13 polyUb	SENP7 inh	SENP6 inh	SENP1 FRET inh
CCC(CC)c1nnc(NC(=O)c2cc(-c3ccccc3)nc3ccccc23)s1	-2	20	-5	4	12	6	1	1
COC(=O)c1sc2ncn(-n3c(C)ccc3C)c(=O)c2c1C	-6	3	-2	36	1	-8	-12	0
CC(C)(OC(=O)NC(=O)C(F)(F)F)C(C)(C)OC(=O)NC(=O)C(F)(F)F	-11	-3	-8	12	-6	-11	-9	3
CCCCC(OC(=O)c1cc2occc2n1C)C(=O)NCC1CCCO1 (stereo unspecified)	-1	-13	-1	-1	6	-6	-13	2
COc1cnc(-c2ccccc2)[nH]c1=O	-8	-1	-3	7	-24	-7	-14	1
CN(Cc1ccccc1)C(=O)COC(=O)C1=NNC(=O)CC1	1	-5	-5	7	3	4	6	3
COc1cc2c(cc1OC)C(C)N(C(=O)c1cc3c(s1)-c1ccccc1OC3)CC2 (stereo unspecified)	6	8	-4	-429	36	0	5	-1
Cc1ccc(S(=O)(=O)/N=C(/Nc2ccc(F)cc2F)c2ccccc2)cc1	-9	8	-5	19	2	-2	-10	1
CCN(Cc1nc(-c2ccc(Cl)cc2)no1)CC1CCCO1 (stereo unspecified)	9	-5	-6	9	8	-4	8	1
C=CC(=O)Nc1cccc(Oc2cc(Cl)nc3[nH]ccc23)c1	5	18	-7	-7	22	0	-13	-5
Cc1sc(=NC(=O)c2ccco2)n(C)c1-c1ccccc1	-5	-25	-6	-274	4	-4	-26	1
Cc1nn(-c2ccccc2)c(C)c1C(=O)Nc1ccc(N2CCOCC2)cc1	-3	-5	-9	2	7	-1	3	0
Cc1cc(C)c2c(N)c(C(=O)c3ccccc3)sc2n1	0	0	-4	-5	3	-5	-27	-88
CCCCN(C)C(=O)c1nc2ccccn2c1CN1CCC[C@H]1CO	13	0	-3	16	3	-2	1	-5
O=C(c1ccccn1)N1CCN(S(=O)(=O)c2cccc(Br)c2)CC1	8	-4	-8	-4	4	7	16	-1
C[n+]1ccc(/C=C/c2c[nH]c3ccccc23)cc1	5	2	12	32	-216	11	14	-29
O=C(CC12CC3CC(CC(C3)C1)C2)N1CCN(S(=O)(=O)c2cccs2)CC1	0	-2	-8	-1	7	5	-6	2
COc1cccc(/C=N/NC(=O)C(=O)NCc2ccco2)c1OC	-2	-1	-4	-16	2	3	-1	-1
CC(C)CCNC(=O)c1onc(CSc2ccc(F)c(F)c2)c1C(=O)NCCC(C)C	-9	18	-7	-2	2	-14	-13	1
CN(C)N1C(N)=C(C#N)C(c2ccccc2)C2=C1CC(C)(C)CC2=O (stereo unspecified)	-5	5	-2	11	-4	-4	-14	4
CCN1CCN(S(=O)(=O)c2c[nH]c(C(=O)OC)c2)CC1	5	4	-1	6	0	-5	15	-2
C=CCn1cnnc1SCC(=O)N(C)CC1COc2ccccc2O1 (stereo unspecified)	3	0	-5	6	11	3	2	0
COc1ccc(S[C@@H](CCN2CC[C@H](C)CCC2=O)c2ccccc2)cc1	1	28	-3	17	9	-4	-4	-1
Cn1cccc1/C=C1/SC(=S)N(CC(=O)O)C1=O	-16	4	-11	11	-57	-28	-20	-53
CCOC(=O)c1ccccc1NC(=O)COC(=O)CN1C(=O)NC2(CCCC2)C1=O	-5	1	-7	-12	0	15	-11	1
C#CC(CC)(CC)NC(=O)c1nn(-c2ccccc2Cl)c(C)cc1=O	-15	6	-6	8	-4	1	-29	2
NCCNc1ccc(C(=O)N2c3ccccc3Sc3ccccc32)cc1[N+](=O)[O-]	-18	29	4	52*	65*	0	-21	4
Cc1cc(C)c2sc(N(CCCN(C)C)C(=O)c3ccc(S(=O)(=O)N4CCc5ccccc5C4)cc3)nc2c1	2	23	5	18	87*	5	-13	3
CC(NC(=O)c1cc2c(=O)n3ccccc3nc2n(CC2CCCO2)c1=N)c1ccccc1 (stereo unspecified)	-3	-8	-6	-313	14	4	-13	-24
COc1ccccc1C(CCNCc1ccccc1)c1ccc(OC(C)C)cc1 (stereo unspecified)	-10	33	-4	20	21	-7	-32	1
CCC(NC(=O)c1ccc2nc(Cc3ccc(OC)cc3)oc2c1)c1ccncc1 (stereo unspecified)	-5	7	-9	13	-7	-9	-2	2
NC(=O)c1ccc(NC(=O)CCC(=O)N2CCN(S(=O)(=O)c3ccc(Cl)cc3)CC2)cc1	4	-20	-3	10	3	1	-7	2
Cc1cc(C)cc(N(C(=O)c2csnn2)C(C(=O)NC(C)(C)C)c2cccnc2)c1 (stereo unspecified)	-9	-2	-9	5	-6	0	-17	1
COc1ccc(S(=O)(=O)NCc2nc3nc(C)cc(C)n3n2)cc1OC	6	1	-10	6	4	3	-2	2
Cn1nc(C2CC2)cc1NC(=O)CC(CC(=O)O)c1ccccc1 (stereo unspecified)	-3	-16	-7	19	-2	15	-19	2
CN1C(=O)[C@@H]2C[C@@]3([C@@]45C[C@H]6C(=O)N(C)[C@@H](Cc7ccccc7)C(=O)N6[C@@H]4Nc4ccccc45)c4ccccc4N[C@H]3N2C(=O)[C@@H]1Cc1ccccc1	11	17	14	21	7	5	-11	0
NC(=S)N=Nc1c(O)n(CCCl)c2ccc(Cl)cc12	-9	3	-5	27	68*	0	-7	3
COc1cc(C(=O)Nc2ccccc2C2COC(=O)C2=N)cc(OC)c1OC (stereo unspecified)	-2	1	4	-22	3	8	-6	-26
Cc1nc(C)n(C(C)CNC(=O)c2ccccc2)n1 (stereo unspecified)	-1	-9	-3	0	7	-1	7	0
O=C(c1cc2c(=O)n3ccccc3nc2s1)N1CCc2ccccc2C1	7	28	0	.	6	25	43	.
O=C(/C=C/c1cccc([N+](=O)[O-])c1)Nc1ccccn1	-10	-7	-2	17	-1	2	-3	1
CCCc1cc(=O)[nH]c(SCC(=O)N(C)C2CCCCC2)n1	-11	3	-8	6	2	-9	-17	1
COc1cccc(NC(=O)CSCC(=O)O)c1	3	-6	0	3	2	2	-12	0
CC(C)CC(NC(=O)c1ccc(Cl)cc1)C(=O)OCC(=O)c1ccc2c(c1)NC(=O)CO2 (stereo unspecified)	2	5	2	6	-3	18	3	0
Cc1cc(C)c(C(=O)/C=C/c2ccco2)c(=O)[nH]1	-6	4	1	-22	-8	5	-1	13
Cc1ccc2c(c1)N(CCCC(=O)NCCCN1CCCCC1)C(=O)CO2	-8	5	-4	14	2	14	-15	0
